Assay outcomes from PubChem.
DAX1 inh-1 – NR0B1 (DAX1) inhibition; HEK293 Gal4-DAX1 luciferase reporter, luminescence; inhibition, % at 6.75 µM; 0.99% of 340,000 active; AID 504766;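 active means inhibition above the mean over all tested compounds plus 3 SD, cut at about 4.2% in these data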;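 further: 0% = DAX1-transfected cells with DMSO and 100% = empty-vector control cells with DMSO; inhibition shows as a rise in luminescence from relieved DAX1 repression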
Target sequence (P51843 207-470 limits assumed): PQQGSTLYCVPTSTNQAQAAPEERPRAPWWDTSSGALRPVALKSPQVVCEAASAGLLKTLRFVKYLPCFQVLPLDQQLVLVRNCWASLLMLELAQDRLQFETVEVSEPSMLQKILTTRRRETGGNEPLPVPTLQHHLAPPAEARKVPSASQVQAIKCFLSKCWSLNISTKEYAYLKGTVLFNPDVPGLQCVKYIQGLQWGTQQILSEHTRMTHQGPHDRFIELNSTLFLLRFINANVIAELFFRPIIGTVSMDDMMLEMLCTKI
hcDAF12 agonist – H. contortus DAF-12 activation, primary screen; 1.4% of 370,000 active; activation, % at 6.8 µM; HEK293 hcDAF-12 lit1-tk-luc reporter, luminescence; 0% DMSO, 100% Δ7-dafachronic acid;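 active means activation above the mean of all tested compounds plus 3 SD, cut at about 5.5% in these data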;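 further: 100% = response to 3 µM Δ7-dafachronic acid high control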
hgDAF12 agonist – agonists of H. glycines DAF-12 nuclear receptor. HEK293 GAL4-hgDAF12 UAS-luciferase reporter, agonist luminescence; normalized to butyrate control. activation, % at 6.8 µM. 1.8% of 370,000 active;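 active means activation above a cutoff set at the mean of all screened compounds plus 3 SD, cut at about 10% in these data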;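 further: 0% = DMSO wells and 100% = sodium butyrate wells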
GC-B act – GC-B (human) receptor activation; P20594; HEK293-GC-B cells, CNP EC30, cGMP TR-FRET; 0% at EC30 CNP, 100% saturating CNP; activation, % at 10 µM; 0.11% of 370,000 active;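 active means activation at 10 µM reaching about 35% in either raw or pattern-adjusted values, limit read from the data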
DAX1 inh-2 – blocks DAX1 repression of SF-1 activated StAR promoter; HEK293T StAR-luciferase reporter, SF-1/DAX-1 repression relief; inhibition, % at 6.8 µM; 1.1% of 370,000 active; AID 652010;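 active means inhibition above the mean over all tested compounds plus 3 SD, cut at about 3.6% in these data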;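 further: 0% = DAX-1 cells with DMSO and 100% = cells lacking DAX-1 with DMSO; higher inhibition means more luminescence from relief of DAX-1 repression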
ADAM10 inh – inhibits human ADAM10 | O14672 | recombinant ADAM10, EDANS/DABCYL FRET peptide cleavage, 3 h | inhibition, % at 7 µM | 0.62% of 370,000 active | AID 720582;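 active means inhibition above a per-campaign cutoff equal to the mean of compounds falling between control-based bounds plus 3 SD, cut at about 20% in these data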;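 further: 0% = DMSO wells while the 100% control is not disclosed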
Target sequence (O14672 214-748 limits assumed): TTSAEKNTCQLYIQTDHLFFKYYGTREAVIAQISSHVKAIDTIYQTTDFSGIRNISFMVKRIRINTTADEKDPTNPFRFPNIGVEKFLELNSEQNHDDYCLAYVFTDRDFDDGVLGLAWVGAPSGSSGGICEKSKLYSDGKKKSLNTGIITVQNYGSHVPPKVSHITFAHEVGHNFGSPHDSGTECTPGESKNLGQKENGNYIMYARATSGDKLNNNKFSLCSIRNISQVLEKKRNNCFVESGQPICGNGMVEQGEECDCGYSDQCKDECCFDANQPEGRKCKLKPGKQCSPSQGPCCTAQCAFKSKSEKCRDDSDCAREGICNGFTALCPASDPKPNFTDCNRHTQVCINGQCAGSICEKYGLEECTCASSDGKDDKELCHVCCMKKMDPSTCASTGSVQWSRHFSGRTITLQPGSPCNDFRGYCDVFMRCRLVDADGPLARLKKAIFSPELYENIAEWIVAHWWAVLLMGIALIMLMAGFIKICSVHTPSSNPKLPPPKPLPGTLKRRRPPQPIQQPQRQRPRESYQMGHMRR
ssDAF-12 act – activators of S. stercoralis DAF-12 nuclear receptor; HEK293 ssDAF-12/GRIP1 lit1-tk-luc reporter, luminescence; % of 3 µM dafachronic acid response; AID 652126; activation, % at 6.8 µM; 1% of 370,000 active;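 active means activation above the mean over all tested compounds plus 3 SD, cut at about 0.9% in these data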;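 further: 0% = DMSO-only wells and 100% = 3 µM delta7-dafachronic acid wells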
sPLA2-III inh – Inhibits HGIII-sPLA2 liposome hydrolysis, primary screen; Q9NZ20; 0.56% of 370,000 active; inhibition, % at 12.2 µM; QFRET BODIPY PC-A2 liposome hydrolysis, fluorescence;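 active means inhibition above mean plus 3 SD of compounds lying within the high and low control bounds, cut at about 19% in these data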;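 further: 0% = median of test compound wells and 100% = no enzyme DMSO wells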
GC-A act – GC-A (human) enzyme activation. P16066. HEK293 GC-A cells, cGMP TR-FRET, EC30 ANP; 0% at EC30 ANP, 100% saturating ANP. activation, % at 10 µM. 0.14% of 370,000 active; in the data active means activation above about 40%
FXN GAA850 act – increases GAA850 frataxin promoter reporter activity; 0.56% of 360,000 active; HEK293 lucGAA850 FXN promoter luciferase reporter, 24 h; percent of 10 µM SAHA response; AID 540364; activation, % at 6 µM;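 active means activation above the average of all compounds screened plus 3 SD, cutoff fixed separately per campaign, cut at about 7.5% in these data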;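 further: 0% = DMSO wells and 100% = 10 µM SAHA wells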
SMARCA2 activ – increases SMARCA2 function in MMTV reporter cells; 1% of 370,000 active; AID 652017; MG213 cells, MMTV-luciferase reporter, dexamethasone, overnight; activation, % at 9.1 µM; in the data active means activation above about 7.8%;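 further: 0% = vehicle wells and 100% = reference activator wells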
* hit, by the source's call; . = not tested or not shown.

[1] Cn1cc(Br)c(C(=O)Nc2c(F)c(F)c(F)c(F)c2F)n1
[2] Cc1cc(C)c(OCC(=O)N/N=C/c2ccco2)c(C)c1
[3] COc1ccc2[nH]c3c(c2c1)CCN1C(=O)C(CC(=O)NCCC2=CCCCC2)C[C@H](C(=O)N2CCCCC2)[C@@]31CCc1ccccc1 (stereo partly specified)
[4] CCN(C)Cc1c(C(=O)N2CCc3ccccc3C2)nc2ccc(Cl)cn12
[5] Cc1ccc(CNS(=O)(=O)c2cn(C)c(=O)n(C)c2=O)cc1
[6] Oc1ccccc1C(=S)N1CCCC1
[7] COc1ccc(CNC(=O)C2CCN(S(=O)(=O)c3ccc4c(c3)N(C(C)=O)CCO4)CC2)cc1
[8] Cc1nn(C)c(C)c1NC(=O)c1ccccc1NC(=O)Nc1ccccc1
[9] CN(c1cccnc1)c1ccc(NC(=O)Cc2c[nH]c3ccccc23)cc1-c1cccnc1F
[10] CC(C)(CN1CCCN(CC(C)(C)C(=O)O)C1=O)C(=O)O

Compound,1,2,3,4,5,6,7,8,9,10
DAX1 inh-1,-1.2,0.7,-0.4,0.3,-0.2,0.1,-0.1,1.9,.,-0.3
hcDAF12 agonist,-0.9,-0.5,1.6,1.2,-0.5,-0.6,-2.3,-0.6,2.8,-1.9
hgDAF12 agonist,-2.2,-1.0,2.6,-3.2,2.0,0.7,0.8,-0.4,1.3,1.6
GC-B act,1,0,6,-5,5,2,2,0,1,-2
DAX1 inh-2,0.6,0.6,1.3,0.0,0.3,-0.2,0.4,0.2,0.2,-0.3
ADAM10 inh,2,5,-3,-7,6,-6,2,-8,-5,-13
ssDAF-12 act,-1.6,-0.9,-1.0,-1.2,-1.1,-1.0,-1.2,-2.0,-0.5,-0.9
sPLA2-III inh,12,-3,-3,11,2,-1,8,7,-13,9
GC-A act,-4,-1,-3,-1,1,0,6,5,0,3
FXN GAA850 act,1.4,1.1,0.9,-0.1,2.0,0.2,0.0,1.0,.,-0.3
SMARCA2 activ,-1,0,-3,-4,1,0,-3,-4,3,-4

Exported in markdown: 3 of the compounds above
| No. | SMILES | DAX1 inh-1 | hcDAF12 agonist | hgDAF12 agonist | GC-B act | DAX1 inh-2 | ADAM10 inh | ssDAF-12 act | sPLA2-III inh | GC-A act | FXN GAA850 act | SMARCA2 activ |
| --- | --- | --- | --- | --- | --- | --- | --- | --- | --- | --- | --- | --- |
| 4 | CCN(C)Cc1c(C(=O)N2CCc3ccccc3C2)nc2ccc(Cl)cn12 | 0.3 | 1.2 | -3.2 | -5 | 0.0 | -7 | -1.2 | 11 | -1 | -0.1 | -4 |
| 5 | Cc1ccc(CNS(=O)(=O)c2cn(C)c(=O)n(C)c2=O)cc1 | -0.2 | -0.5 | 2.0 | 5 | 0.3 | 6 | -1.1 | 2 | 1 | 2.0 | 1 |
| 6 | Oc1ccccc1C(=S)N1CCCC1 | 0.1 | -0.6 | 0.7 | 2 | -0.2 | -6 | -1.0 | -1 | 0 | 0.2 | 0 |

(more compounds)
[11] CN(C)S(=O)(=O)N1CCC(Oc2cccc(C(=O)NC3CCCCCC3)c2)CC1
[12] CC(=O)Nc1ccc(C(=O)OC2CCCCC2=O)cc1 (stereo unspecified)
[13] O=C(NCCCCCCOC1=NS(=O)(=O)c2ccccc21)C(=O)Nc1ccccc1
[14] C=C(C)[C@@H]1CC=C(CN2CCN(Cc3ccccc3)CC2)CC1
[15] CCNC(=O)C1CCCN(C(=O)c2ccc(C#N)cc2)CC1 (stereo unspecified)
[16] Nc1nc(SCC(=O)Nc2ccc([N+](=O)[O-])cc2)n[nH]1
[17] c1ccc2c(N3CCCCC3)nc(N3CCCCC3)nc2c1
[18] Cc1nn(Cc2ccccc2)c(Cl)c1C(=O)OCc1nnc(-c2ccc(Cl)cc2)o1
[19] O=C(C1CCN(Cc2ccc(Cl)cc2)CC1)N1CCN(C(c2ccccc2)c2ccccc2)CC1
[20] CNc1ccccc1-n1ccc(-c2ccccc2)n1

Compound,11,12,13,14,15,16,17,18,19,20
DAX1 inh-1,-2.6,1.1,-0.2,-0.6,.,0.1,0.0,1.4,-0.2,1.1
hcDAF12 agonist,-5.3,-0.4,-0.8,-2.3,-1.5,-1.5,-0.6,0.1,-1.0,2.0
hgDAF12 agonist,-7.9,-2.2,11*,-1.8,-1.2,1.5,1.8,0.5,0.7,5.0
GC-B act,3,5,1,1,5,-2,0,1,0,4
DAX1 inh-2,-8.8,0.7,0.5,-0.2,0.3,-0.3,-1.0,-0.2,-1.0,-0.1
ADAM10 inh,3,0,0,14,-9,11,-16,6,7,1
ssDAF-12 act,-2.2,-0.7,-1.5,-0.5,0.1,-1.2,-0.7,-0.8,-0.8,-0.7
sPLA2-III inh,-1,3,-7,-2,1,1,-3,-8,-13,1
GC-A act,3,-3,-8,-2,2,4,-2,-4,1,-5
FXN GAA850 act,-0.2,2.1,3.8,2.1,-0.2,1.2,-0.2,1.8,2.2,2.6
SMARCA2 activ,-4,-2,-1,-3,-1,-1,-1,2,-4,-1

[21] Cc1cccc(C)c1OCc1nc2ccccc2c(=O)n1/N=C/c1c[nH]c2ccccc12
[22] COc1cccc(CN2CCNC(=O)C2CC(=O)NCCn2ccc3ccccc32)c1OC (stereo unspecified)
[23] Nc1nnc(SCn2nnc3ccccc3c2=O)s1
[24] CC(C)(C)NC(=O)CN(C(=O)c1snc(C(=O)NC2CCCCC2)c1N)c1ccccc1F
[25] Cc1nn(-c2ccccc2)c2c1C1(C(=O)N(C)c3ccccc31)C(C#N)=C(N)O2 (stereo unspecified)
[26] O=C(OC(C(=O)Nc1cc(Cl)cc(Cl)c1)c1ccccc1)C1=COCCO1 (stereo unspecified)
[27] O=C(O)c1ccc(N/N=C/c2ccncc2)cc1
[28] CCOC(=O)N1CCN(C(=O)c2cn(CC)c3ccc(S(=O)(=O)N(C)C4CCCCC4)cc3c2=O)CC1
[29] O=C(NCCN1CCOCC1)c1ccc2c(c1)N(Cc1ccc(F)cc1)C(=O)CS2
[30] COc1cc(Br)cc(/C=N/NC(=O)Cc2ccccc2)c1O

Compound,21,22,23,24,25,26,27,28,29,30
DAX1 inh-1,-0.6,-1.2,-0.6,0.5,-0.2,1.0,2.3,0.0,-0.3,1.8
hcDAF12 agonist,-4.1,1.6,-1.9,-2.6,4.1,-2.3,0.2,-2.0,0.1,-1.8
hgDAF12 agonist,-0.6,-1.0,2.2,-0.6,0.5,1.6,1.0,-1.9,-0.4,-1.2
GC-B act,-6,-8,0,-4,-5,-16,-1,0,2,1
DAX1 inh-2,-1.6,0.0,0.1,-0.1,-0.2,-0.3,0.7,0.3,-0.7,-0.8
ADAM10 inh,-1,0,3,-153,4,14,-2,-1,-4,-8
ssDAF-12 act,-1.6,-1.4,-0.9,-1.2,-0.3,-0.7,-0.6,0.1,-0.8,-1.0
sPLA2-III inh,-9,-12,2,-13,-31,-44,10,-1,-5,-10
GC-A act,-5,-2,2,2,-9,-25,1,-3,-3,-1
FXN GAA850 act,-2.8,-0.8,0.6,1.5,2.0,-0.5,0.7,0.8,0.0,-0.5
SMARCA2 activ,-3,-1,1,-3,3,-2,2,-2,1,-3

Taken from the results shown, 4 compounds:
[27] O=C(O)c1ccc(N/N=C/c2ccncc2)cc1
[28] CCOC(=O)N1CCN(C(=O)c2cn(CC)c3ccc(S(=O)(=O)N(C)C4CCCCC4)cc3c2=O)CC1
[29] O=C(NCCN1CCOCC1)c1ccc2c(c1)N(Cc1ccc(F)cc1)C(=O)CS2
[30] COc1cc(Br)cc(/C=N/NC(=O)Cc2ccccc2)c1O

Compound,27,28,29,30
DAX1 inh-1,2.3,0.0,-0.3,1.8
hcDAF12 agonist,0.2,-2.0,0.1,-1.8
hgDAF12 agonist,1.0,-1.9,-0.4,-1.2
GC-B act,-1,0,2,1
DAX1 inh-2,0.7,0.3,-0.7,-0.8
ADAM10 inh,-2,-1,-4,-8
ssDAF-12 act,-0.6,0.1,-0.8,-1.0
sPLA2-III inh,10,-1,-5,-10
GC-A act,1,-3,-3,-1
FXN GAA850 act,0.7,0.8,0.0,-0.5
SMARCA2 activ,2,-2,1,-3

Additional results follow:
[31] C/C(=N\NC(=O)c1cc(O)ccc1O)c1cccc(NC(=O)c2cccc(Cl)c2)c1
[32] O=C(CSc1nc2c(cnn2-c2ccc(F)cc2)c(=O)[nH]1)N1CCCCCC1
[33] CC(C)OC(=O)N(C)C[C@@H]1OCc2cnnn2CCCC(=O)N([C@@H](C)CO)C[C@@H]1C
[34] C[C@@H]1C(=O)O[C@H]2CC34[C@H]5C[C@@H](C(C)(C)C)[C@]36[C@@H](OC(=O)[C@@H]6O)O[C@@]4(C(=O)O5)[C@]21O (stereo partly specified)
[35] NC(=O)COc1ccccc1
[36] CCCCCCCCN1C(=O)N2Cc3ccccc3C2CS1(=O)=O (stereo unspecified)
[37] CN(C)c1nc(OCCNC(=O)COc2ccc(Cl)cc2Cl)nc(N2CCOCC2)n1
[38] CC(OC(=O)c1ccc(-n2cnnn2)cc1)C(=O)NCc1ccccc1 (stereo unspecified)
[39] CN(C)Cc1ccccc1CNC(=O)c1ccc(Cl)c(S(=O)(=O)NC2CC2)c1
[40] COC/C=C/C1=CC(=O)C[C@H](c2ccc3c(c2)OCO3)C1

Compound,31,32,33,34,35,36,37,38,39,40
DAX1 inh-1,0.1,-0.6,1.1,1.2,0.6,.,-0.8,-1.0,2.0,0.1
hcDAF12 agonist,1.0,1.3,0.3,-0.5,1.1,-1.0,-1.2,-2.0,-0.5,-3.1
hgDAF12 agonist,-0.7,-4.0,2.0,-2.9,0.6,-0.5,-1.3,0.2,0.8,-2.4
GC-B act,-3,1,0,4,3,2,-7,0,-1,12
DAX1 inh-2,0.8,0.3,0.7,0.4,-0.1,-0.7,0.2,2.5,0.8,0.1
ADAM10 inh,-62,-4,6,-6,-3,-1,0,-15,-3,-14
ssDAF-12 act,-0.3,-0.8,-0.6,-1.0,1.2*,-0.6,-1.8,-0.9,-1.3,-1.0
sPLA2-III inh,16,-2,7,-2,6,0,-1,0,-4,6
GC-A act,0,1,1,4,3,2,-12,2,-2,8
FXN GAA850 act,2.7,-1.1,-0.1,3.3,1.5,.,5.0,-0.5,-0.2,-4.0
SMARCA2 activ,0,-1,-5,-2,-7,-1,4,-1,2,0
